# Peg3 prom inh: Peg3 promoter activity inhibition | HeLa PEG-Prom luciferase reporter, luminescence, overnight | inhibition, % at 20 µM | 360,000 tested, 1.7% active | AID 588405;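 active = inhibition of at least 50% at 20 µM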
# Vif inh: blocks HIV Vif function; HEK293T cells, Vif self-association by quenched fluorescence, imaging, 24 h; inhibition, % at 7.49 µM; 340,000 tested, 0.35% active; AID 602346; in the data active = inhibition above about 50%, passing the limit was not always enough; inconclusive = no clear call, values can overlap the other calls; inactive = below about 31%; also: some results filed as inactive read as strong as hits
# CaV13 ICDI inh: Primary screen for inhibitors of IQ motif and Ca2+-dependent inactivation inhibitor domain binding in CACNA1D, Förster resonance energy transfer in living cells, …. HEK cells, CFP/YFP FRET ICDI-IQ, plate reader, 10 min; percent FRET-ratio fall versus neutral wells. inhibition, % at 12.3 µM. 340,000 tested, 0.098% active;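 active = mean replicate inhibition of at least 30% and at least 1% of replicates passing that level; inconclusive = only one of the two criteria is met; inactive = neither criterion is met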;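 also: 0% = median of the neutral control wells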
# MITF TRPM1 inh: MITF TRPM1 promoter inhibition in SK-MEL-5 cells | inhibition, % at 12.5 µM | 330,000 tested, 0.83% active | SK-MEL-5 TRPM1 promoter luciferase, 24 h;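 active = mean inhibition across replicates of 60% or more, whatever share of single replicates reaches that level; inconclusive = some that reach 60%, reason not given; inactive = mean inhibition across replicates below 60%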; also: values of inactives mirror those of a sister screen read the other way
# Granule exo inh: blocks lytic granule exocytosis; TALL-104 LAMP-1 surface exposure, flow cytometry; cells stimulated with thapsigargin and PMA; inhibition, % at 10 µM; 360,000 tested, 0.66% active;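 active = inhibition above about 55%, limit read from the data; inconclusive = no clear call, values can overlap the other calls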
# NR2E3 ag-1: agonists of human nuclear receptor NR2E3 | GST-NR2E3/biotin-RetCOR TR-FRET, 1536-well | inhibition of corepressor binding, % at 4.78 µM | 320,000 tested, 0.12% active | AID 2300;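 active = percent inhibition above the cutoff of mean plus 3 SD of all tested compounds, set per screening campaign, cut at about 20% in these data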;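 also: 0% = DMSO wells and 100% = biotin wells as full block of FRET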
# Target sequence (Q9Y5X4 whole entry, looked up): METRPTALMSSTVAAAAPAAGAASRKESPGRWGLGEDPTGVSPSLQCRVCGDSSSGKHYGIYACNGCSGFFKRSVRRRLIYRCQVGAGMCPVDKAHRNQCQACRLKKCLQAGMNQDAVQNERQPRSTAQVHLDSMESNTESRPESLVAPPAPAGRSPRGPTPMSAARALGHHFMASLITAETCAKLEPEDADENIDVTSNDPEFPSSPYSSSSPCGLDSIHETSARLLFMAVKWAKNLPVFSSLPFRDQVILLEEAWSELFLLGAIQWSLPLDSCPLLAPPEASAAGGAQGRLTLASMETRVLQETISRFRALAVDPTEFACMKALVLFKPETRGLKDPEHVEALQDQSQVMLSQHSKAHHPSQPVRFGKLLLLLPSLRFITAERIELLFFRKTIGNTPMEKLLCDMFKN
#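 Assay system: NR2E3–RetCOR corepressor complex. Quantity: 1.35 nM GST-NR2E3. Buffer or medium: pH 7.5 Tris-based buffer. Reagent: biotinylated RetCOR corepressor at 7 nM final. Schedule: 5 h at 4 °C. Detection: TR-FRET, emission read at 617 and 671 nm. Replicates: one well per compound, singlicate testing.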
# aDG glyco up: alpha-DG glycosylation activation; Pro5-aDG cells, alpha-DG glycosylation AlphaScreen (IIH6); 0% Pro5, 100% B10-LARGE cell signal; activation, % at 10 µM; 360,000 tested, 0.22% active;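 active = activation of at least 8% versus controls, or a plate z-score of at least 8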;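 also: Pro5 are CHO cells carrying HIG-tagged alpha-DG that lacks glycosylation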
# hiPSC survival: hiPSC single-cell survival enhancement; 360,000 tested, 0.044% active; ATPlite luminescence; 100% = ROCK inhibitor wells, 0% = DMSO; survival enhancement, % at 20 µM; in the data active = survival enhancement above about 18%;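 also: cells exposed to compounds for 16 hours before the ATP read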
# HIF-2a inh: HIF-2a inhibition. 786-0 RCC cells HIF-2a reporter, luciferase luminescence, overnight. inhibition, % at 18.8 µM. 360,000 tested, 0.72% active. AID 624352;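 active = inhibition of the luminescence signal of 40% or more relative to plate controls, in a single-dose primary screen at 18.75 µM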
# NR2E3 ag-2: agonists of human NR2E3 nuclear receptor. CHO-S Gal4-NCOR/VP16-NR2E3 two-hybrid, luciferase. inhibition of corepressor binding, % at 3.98 µM. AID 602229. Q9Y5X4. 360,000 tested, 0.35% active;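 active = inhibition above the mean of all tested compounds plus 3 SD, cut at about 70% in these data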;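 also: 0% = DMSO with NR2E3 transfected cells and 100% = cells lacking NR2E3 construct; higher means lower luciferase signal from less NR2E3 corepressor binding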
# PDI inh: PDI (human) enzyme inhibition. PDI insulin aggregation turbidity, A650, 90 min. 350,000 tested, 0.052% active. inhibition, % at 10 µM. P07237. AID 588391;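 active = mean inhibition across replicates of 30% or more, whatever share of single replicates reach that level; inconclusive = mean inhibition below 30% while every single replicate reaches 30%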;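 also: absorbance from insulin aggregation driven by PDI reduction with DTT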
# Target sequence (P07237 whole entry, looked up): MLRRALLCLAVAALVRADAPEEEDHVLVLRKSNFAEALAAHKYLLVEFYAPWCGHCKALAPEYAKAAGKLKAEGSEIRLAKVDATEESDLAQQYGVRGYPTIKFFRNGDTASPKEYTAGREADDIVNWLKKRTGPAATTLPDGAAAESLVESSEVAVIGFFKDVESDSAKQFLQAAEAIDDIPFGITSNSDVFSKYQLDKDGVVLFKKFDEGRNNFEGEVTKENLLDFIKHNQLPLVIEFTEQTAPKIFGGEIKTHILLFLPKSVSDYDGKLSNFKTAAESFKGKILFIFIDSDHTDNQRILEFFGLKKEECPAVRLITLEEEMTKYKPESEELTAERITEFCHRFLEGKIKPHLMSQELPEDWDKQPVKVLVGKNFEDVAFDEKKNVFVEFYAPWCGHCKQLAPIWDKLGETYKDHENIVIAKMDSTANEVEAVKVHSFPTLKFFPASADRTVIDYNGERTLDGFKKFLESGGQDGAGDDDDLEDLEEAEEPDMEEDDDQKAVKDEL
# * marks the source's active call; other numbers are inactive results; ? = inconclusive; . = not tested or not shown.
SMILES,Peg3 prom inh,Vif inh,CaV13 ICDI inh,MITF TRPM1 inh,Granule exo inh,NR2E3 ag-1,aDG glyco up,hiPSC survival,HIF-2a inh,NR2E3 ag-2,PDI inh
COc1ccc(N2CCN(C(=O)CCCn3nnnc3CN3CCOCC3)C(C)C2)cc1 (configuration not stated),25,2,-7,-9,18,1,0.0,0.5,3,-13,2
NC(Cc1ccc(C(F)(F)F)cc1)c1csc(Nc2cc(NCc3ccco3)ncn2)n1 (configuration not stated),50,1,-10,.,16,.,3.9,-1.7,7,9,1
CSc1ccc(/C=C/c2cc(=O)c3ccccc3[nH]2)cc1,-134,-2,-6,13,-3,0,1.2,-0.4,-128,-15,4
Cc1ccc(S(=O)(=O)CCC(=O)OCC(=O)N2c3ccccc3CC2C)cc1 (configuration not stated),-7,11,-2,7,-1,-1,0.0,0.4,12,7,-4
NC(=O)CNC(=O)[C@@H]1CC2(CC(c3cccc(Br)c3)=NO2)CN1C(=O)c1ccc(Br)cc1 (some centres not stated),8,-2,-7,6,-7,0,-0.4,3.2,5,-11,-1
Cc1cccc(N(CC(=O)NCC2CCCO2)C(=O)CNS(=O)(=O)c2ccc(Cl)cc2)c1 (configuration not stated),17,2,-4,6,3,6,0.0,-0.1,9,-34,-3
OCCNc1c2ccccc2nc2ccccc12,98*,-6,51*,88*,0,-4,1.0,-3.2,-7,-22,3
CC1(C)C=C(c2ccc(C=O)s2)CC(C)(C)N1C=O,-12,-7,-3,17,-2,0,-0.2,0.0,-2,9,-5
CCn1c(SCC(=O)Nc2ccc(S(=O)(=O)Nc3onc(C)c3C)cc2)nnc1-c1ccccc1,-6,7,-10,-6,-2,0,-0.3,-1.5,-28,3,-3
Cc1cccc(C(=O)NCCC(=O)Nc2ccc(C#N)cc2)c1,7,7,-2,9,-5,7,0.0,0.2,1,-16,9
N=C(N)SCCN,-4,12,-5,-6,-1,6,1.1,-2.1,-3,-2,3
CC(=O)Nc1ccc(S(=O)(=O)N2CCSC2c2ccc(C)cc2)cc1 (configuration not stated),13,1,.,-1,0,1,-0.1,-1.6,7,25,5
COC(=O)c1[nH]c2cccc(C)c2c1NC(=O)CN1CCN(c2ccccc2OC)CC1,16,.,0,2,-13,0,-0.1,0.4,5,-9,3
CCNc1ccc(Br)cc(C(=O)/C=C/c2ccccc2Cl)c1=O,7,7,-5,31,0,0,-0.1,-3.6,23,-26,5
O=C(Cc1c[nH]c2ccccc12)N/N=C/c1ccc(F)cc1,-19,1,-6,-1,-3,-2,0.1,2.3,-7,0,9
O=C(c1cc(-c2ccccc2Cl)nc2ccccc12)N1CCOCC1,20,-7,-5,16,-2,3,0.1,-0.2,19,-24,-4
COc1ccc(SC[C@H](C)CN2CC[C@H](C(C)(C)C)CCC2=O)cc1,17,0,-7,3,-4,2,-0.2,-0.3,6,-6,-1
CC1CCCN(C(=O)COC(=O)CNC(=O)c2ccc(Br)cc2)C1 (configuration not stated),6,0,-6,28,4,2,0.0,0.0,6,6,-5
CCn1c2ccccc2c2cc(NC(=O)C(=O)NCC3CCCO3)ccc21 (configuration not stated),24,18,-2,26,0,0,0.2,-0.6,7,5,-10
CCOC(=O)C1(Cc2ccccc2C(F)(F)F)CCN(C2CCN(C(C)=O)CC2)CC1,10,1,-5,5,-1,-1,-0.1,-0.4,12,-16,2

# Next part; it opens with the 2 that closed the last part.
SMILES,Peg3 prom inh,Vif inh,CaV13 ICDI inh,MITF TRPM1 inh,Granule exo inh,NR2E3 ag-1,aDG glyco up,hiPSC survival,HIF-2a inh,NR2E3 ag-2,PDI inh
CCn1c2ccccc2c2cc(NC(=O)C(=O)NCC3CCCO3)ccc21 (configuration not stated),24,18,-2,26,0,0,0.2,-0.6,7,5,-10
CCOC(=O)C1(Cc2ccccc2C(F)(F)F)CCN(C2CCN(C(C)=O)CC2)CC1,10,1,-5,5,-1,-1,-0.1,-0.4,12,-16,2
COc1ccccc1NC(=O)NCCC1=CCCCC1,-33,2,1,-11,10,2,0.9,-2.7,-40,-34,4
O=C(C1CCN(c2nnc(-n3cccc3)s2)CC1)N1CCCCC1,-66,-3,-7,-27,-8,2,-0.1,-0.2,-68,-18,-8
Cn1cc(CN2CCC(C(=O)Nc3ccc(Oc4ccccc4F)cc3)CC2)cn1,19,-6,-7,-4,20,0,0.0,-0.2,8,-10,-1
COc1ccc(C(=O)N2CCC(C(=O)O)CC2)c2ccccc12,3,13,-3,6,-11,-1,-0.2,0.6,16,-14,-30
O=C(NCC(c1cccs1)N1CCOCC1)c1cccc(S(=O)(=O)Nc2ccc(F)cc2)c1 (configuration not stated),21,24,-5,1,24,.,0.3,1.3,13,-11,2
O=C(COc1ccccc1)N1CCN(c2ccccc2)CC1,-10,3,6,5,-2,4,0.2,0.6,-4,-24,0
COCCNC(=O)c1ccc2nc(Cc3ccc(OC)c(OC)c3)oc2c1,-173,-7,-2,-57,2,2,0.0,-0.2,-189,-62,-7
COc1cccc(CN(C)C[C@@H]2OCc3cnnn3CCCC(=O)N([C@H](C)CO)C[C@H]2C)c1,-1,-2,-3,.,-2,.,0.1,-1.0,7,-32,-4
CCCN1C(=O)/C(=C2\SC(N3CCCCC3)=NC2=O)c2ccccc21,-209,2,-2,-86,-1,1,-0.4,-2.8,-220,-64,-1
CNC(=O)COC(=O)c1ccc(Cl)c(S(N)(=O)=O)c1,2,-2,-3,1,-3,-1,-0.1,-0.6,7,-10,3

# Next section (6 carried over from the part before).
SMILES,Peg3 prom inh,Vif inh,CaV13 ICDI inh,MITF TRPM1 inh,Granule exo inh,NR2E3 ag-1,aDG glyco up,hiPSC survival,HIF-2a inh,NR2E3 ag-2,PDI inh
O=C(NCC(c1cccs1)N1CCOCC1)c1cccc(S(=O)(=O)Nc2ccc(F)cc2)c1 (configuration not stated),21,24,-5,1,24,.,0.3,1.3,13,-11,2
O=C(COc1ccccc1)N1CCN(c2ccccc2)CC1,-10,3,6,5,-2,4,0.2,0.6,-4,-24,0
COCCNC(=O)c1ccc2nc(Cc3ccc(OC)c(OC)c3)oc2c1,-173,-7,-2,-57,2,2,0.0,-0.2,-189,-62,-7
COc1cccc(CN(C)C[C@@H]2OCc3cnnn3CCCC(=O)N([C@H](C)CO)C[C@H]2C)c1,-1,-2,-3,.,-2,.,0.1,-1.0,7,-32,-4
CCCN1C(=O)/C(=C2\SC(N3CCCCC3)=NC2=O)c2ccccc21,-209,2,-2,-86,-1,1,-0.4,-2.8,-220,-64,-1
CNC(=O)COC(=O)c1ccc(Cl)c(S(N)(=O)=O)c1,2,-2,-3,1,-3,-1,-0.1,-0.6,7,-10,3
COc1ccc(N(C(=O)c2cnccn2)C(C(=O)NC2CCCCC2)c2ccccc2)cc1 (configuration not stated),0,-5,-7,-4,-6,2,0.0,-0.2,0,-8,1
Cc1onc(-c2ccccc2)c1C1=N/C(=C\c2ccccc2F)C(=O)O1,12,2,7,-9,-1,4,-0.3,0.4,15,2,-5
O=[N+]([O-])c1ccc(/C=N/Nc2ccnc3cc(Cl)ccc23)o1,93*,-10,-5,?,55,-2,1.2,0.0,-166,17,-9
O=C(c1ccco1)N1CCN(C(c2ccccc2F)c2nnnn2CC2CCCO2)CC1 (configuration not stated),12,-1,-6,-9,-2,-5,0.4,1.1,-1,6,9
O=C(CSc1nnc(-c2ccccc2O)o1)Oc1ccc(OCc2ccccc2)cc1,-121,18,-4,-30,-3,-1,0.1,-1.5,-86,4,-4
Cc1cc(N2CCOCC2)nc(SCC(=O)c2ccccc2)n1,-126,20,-9,-48,0,2,0.2,0.2,-110,-57,-4
COc1ccc(OCC(O)CN2CCN(c3ccccc3)CC2)cc1 (configuration not stated),7,4,-4,12,0,-1,-0.4,0.6,12,-11,-3
CCN1C(=O)N[C@@H](CCc2ccccc2)[C@@H](C(=O)OC)[C@H]1C,-2,4,-9,-1,15,0,-0.1,-2.3,-10,-19,-1
CC1(C)Cc2c(cnn2-c2ccccc2)C(=O)/C1=N\NC(=O)c1ccncc1,12,35,.,5,-1,-1,-0.3,-1.4,17,-5,16
Cc1cc(C(=O)N2CCC(Cc3ccccc3)CC2)ccc1[N+](=O)[O-],18,-3,-9,8,-7,1,0.3,1.4,-6,9,-4
COc1ccc(S(=O)(=O)N2CCN(c3ccccn3)CC2)c(OC)c1,10,11,-19,-5,-4,3,-0.1,-0.2,10,27,-6
O=C(c1cc2cc(F)ccc2[nH]1)N1CCN(C(=O)c2ccco2)CC1,-25,-4,-5,11,11,0,-0.1,-0.4,-62,-5,5
Cc1ccccc1-n1c(-c2ccc3ccccc3n2)n[nH]c1=S,1,-4,-5,11,1,4,-0.1,-0.1,10,-21,4
Cc1oc(-c2ccccc2)nc1CS(=O)CC(=O)N1CCc2ccccc2C1 (configuration not stated),2,-2,7,0,3,1,0.1,-0.6,12,-15,.
CCOC(=O)/C(N=Nc1c(C)n(C)n(-c2ccccc2)c1=O)=C(/O)c1ccccc1,12,1,-3,3,-1,3,0.1,-1.4,26,2,-4
COc1ccc(-c2[nH]nc3c2C(c2ccoc2)C(C#N)=C(N)O3)cc1 (configuration not stated),13,10,-7,15,10,4,-0.2,2.1,18,4,3
C/C(=N\NS(=O)(=O)c1ccc(Br)cc1)c1ccncc1,-2,-5,-6,-6,1,0,0.0,0.4,17,-13,-2
Cc1ccccc1C(=O)N=c1ccn(-c2nc3ccccc3nc2NS(=O)(=O)c2ccc(F)cc2)cc1,29,-9,-33,12,-11,1,0.0,-0.8,21,-14,-9
CCOc1ncccc1C(=O)Nc1cccc(C(=O)Nc2cccc(S(=O)(=O)CCO)c2)c1,9,14,-4,5,-2,-2,0.2,-1.0,-13,-15,-8
COc1cccc(CC(=O)Nc2cc(S(=O)(=O)N3CCOCC3)ccc2OC)c1,4,-2,-4,-8,-2,.,0.0,-0.4,7,10,0
CC(C)(C)S(=O)N1Cc2cc(CO)ccc2[C@H]1CCO (some centres not stated),6,-8,-6,.,-1,.,-0.1,1.7,0,-3,8
Cc1ccc(-c2nc3ncccc3o2)cc1NC(=O)COc1ccccc1,4,-2,-8,4,9,0,0.3,-0.3,-22,-6,-2
COCCNC(=O)c1ccccc1NC(=O)CSc1ccc(C)cc1,-6,10,-7,-13,1,3,0.0,-0.3,19,-4,4
Cc1ccc2nc(SCC(=O)NCc3ccco3)c(C#N)cc2c1,-230,10,-4,-45,-3,11,0.2,-1.7,-178,-79,4
CC(Sc1nnc(-c2ccc(Cl)cc2Cl)n1Cc1ccccc1)C(=O)Nc1nccs1 (configuration not stated),23,.,-4,-2,7,0,0.6,0.5,8,12,13
COC(=O)Cc1cc(=O)n(-c2nc3ccccc3s2)[nH]1,17,0,-7,10,-4,-1,-0.2,-0.7,3,-24,-11
O=C(CSc1cn[nH]n1)Nc1ccccc1C(=O)O,19,-16,-7,8,-6,2,-0.1,-0.7,8,-23,-8

# Screening data (PubChem BioAssay)
